Screening data: PubChem BioAssay, several laboratories
p47phox inh – inhibitors of human p47phox binding; inhibition, % at 24.7 µM; 0.53% of 220,000 active; p47phox/p22phox peptide binding, fluorescence polarization, 2 h; P14598;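 active means inhibition above about 30%, limit read from the data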;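 further: 0% = p47phox with labelled peptide and 100% = labelled peptide alone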
Target sequence (P14598 whole entry, looked up): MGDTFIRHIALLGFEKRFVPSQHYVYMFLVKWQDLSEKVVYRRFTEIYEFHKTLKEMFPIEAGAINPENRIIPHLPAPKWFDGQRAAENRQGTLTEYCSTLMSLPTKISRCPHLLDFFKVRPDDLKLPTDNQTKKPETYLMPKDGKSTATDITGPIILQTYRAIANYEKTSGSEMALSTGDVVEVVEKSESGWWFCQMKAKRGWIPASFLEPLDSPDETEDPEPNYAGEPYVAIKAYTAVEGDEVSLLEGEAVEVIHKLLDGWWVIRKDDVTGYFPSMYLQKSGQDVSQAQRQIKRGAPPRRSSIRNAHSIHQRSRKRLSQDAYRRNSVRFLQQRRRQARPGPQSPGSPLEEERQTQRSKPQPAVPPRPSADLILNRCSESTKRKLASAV
14-3-3 Bad inh – disrupts binding of bovine 14-3-3 zeta to phospho-Bad peptide; P63103; TR-FRET 14-3-3zeta/Dy647-pBad peptide displacement, 1 h; inhibition, % at 21.7 µM; 0.71% of 220,000 active; AID 781;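 active means inhibition above about 70%, limit read from the data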;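 further: 0% = full 14-3-3 plus peptide FRET controls and 100% = background without 14-3-3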
L929 necroptosis – L929 zVAD cell death inhibition; L929 zVAD necroptosis rescue, ATP luminescence, 24 h; with zVAD 60 µM; viability rescue, % at 10 µM; 0.38% of 220,000 active;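 active means activation, scaled between plate controls, above about 75%, limit read from the data; inactive means activation under that limit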;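 further: 0% = zVAD with DMSO and 100% = DMSO alone without zVAD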
Runt-SMMHC FRET – blocks binding of human RUNX1 Runt domain to CBFb-SMMHC. Q01196+Q13951. Cerulean-Runt/Venus-CBFb-SMMHC FRET ratio 530/480, 1 h. inhibition, % at 20 µM. 0.74% of 220,000 active;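 active means mean inhibition across duplicate retests at 20 µM reaching about 50%, limit read from the data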;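 further: 0% = DMSO wells and 100% = wells with excess untagged CBFb-SMMHC; inhibitors lower the FRET ratio by blocking Runt binding to CBFb-SMMHC; some results filed as inactive read as strong as hits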
TbHK1 inh – T. brucei hexokinase 1 inhibition | 0.11% of 220,000 active | AID 1430 | recombinant TbHK1, G6PDH-coupled NADH A340 | inhibition, % at 10 µM;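 active means inhibition of 50% or more in the single-dose primary screen; inactive means inhibition below 50%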
Runt-CBFb FRET – Runt domain-CBFb interaction inhibition | Q01196+Q13951 | Cerulean-Runt/Venus-CBFb FRET ratio 530/480, 1 h | inhibition, % at 20 µM | 0.46% of 220,000 active;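 active means inhibition over about 50% at 20 µM in the single-dose screen, limit read from the data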;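 further: 0% = DMSO wells and 100% = excess unlabeled CBFb competitor control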
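Assay system: Cerulean-tagged RUNX1 Runt domain (FRET donor) fusion protein / Amount: 100 nM each of Venus-CBFb and Cerulean-Runt domain / Medium: Tris buffer pH 7.5 with salts and BSA / Also added: Venus-CBFb 100 nM / Schedule: 1 h complex formation plus 1 h compound treatment, room temperature / Signal: FRET fluorescence / Read-out: loss of energy transfer signal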
EBV gp42 block – inhibitors of Epstein-Barr virus glycoprotein 42. Fluorescence polarization binding assay, mP read-out. inhibition, % (tested at 21.74 µM). 0.42% of 220,000 active; in the data active means inhibition above about 50%
Mdm2 ligase inh – Mdm2 E3 ligase (human) inhibition; Q00987; cell-based MDM2 ubiquitination luciferase reporter, 2 h; 0 = plate control, 100 = twice control, blank-subtracted; signal enhancement, % at 5 µM; 0.11% of 210,000 active; AID 1230;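 active means signal enhancement of 30% or more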;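 further: luminescence tracks abundance of the self-degrading MDM2-luciferase fusion protein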
Target sequence (Q00987 whole entry, looked up, the tested form may be a part): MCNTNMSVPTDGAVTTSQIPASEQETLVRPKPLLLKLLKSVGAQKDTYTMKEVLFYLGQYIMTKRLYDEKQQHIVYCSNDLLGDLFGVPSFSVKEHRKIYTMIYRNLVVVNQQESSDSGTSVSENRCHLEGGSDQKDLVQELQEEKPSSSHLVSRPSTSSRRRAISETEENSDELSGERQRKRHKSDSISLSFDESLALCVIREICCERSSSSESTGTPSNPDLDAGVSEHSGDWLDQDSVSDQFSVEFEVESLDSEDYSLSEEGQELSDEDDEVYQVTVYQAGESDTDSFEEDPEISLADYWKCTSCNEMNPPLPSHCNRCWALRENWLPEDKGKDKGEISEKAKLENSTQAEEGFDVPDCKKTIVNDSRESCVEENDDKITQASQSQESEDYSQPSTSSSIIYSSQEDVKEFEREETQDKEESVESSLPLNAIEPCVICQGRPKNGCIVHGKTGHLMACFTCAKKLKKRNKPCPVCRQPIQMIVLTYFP
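Assay system: stable mammalian line carrying autodegrading MDM2–luciferase fusion reporter; amount: 2000 cells seeded into each well; buffer or medium: DMEM; benchmarks: plate control and blank wells; signal: luciferase luminescence; timing: 2 h compound exposure at 37 °C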
Hck-Nef inh – blocks Nef-activated human Hck kinase. P08631. Recombinant Hck-YEEI plus Nef, Z-Lyte FRET kinase assay. inhibition, % at 20 µM. 0.68% of 220,000 active. AID 463187;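 active means Hck-Nef kinase inhibition above about 50%, limit read from the data; inactive means inhibition below that limit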;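 further: 0% = DMSO with Hck plus Nef and 100% = Hck alone without Nef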
Active calls of the source: *; nt = no result given; [ ] = another dose, or the depositor's remark.

SMILES | p47phox inh | 14-3-3 Bad inh | L929 necroptosis | Runt-SMMHC FRET | TbHK1 inh | Runt-CBFb FRET | EBV gp42 block | Mdm2 ligase inh | Hck-Nef inh
COc1ccccc1NC(=O)c1cc(C)nc2ccccc12 | -8 | -2 | 6.9 | -1 | -6 | 0 | -12 | -5 | 19
COCCCNC(=O)C1CC(=O)N(C2CCCC2)C1 (stereo not given) | -7 | 7[fluorescence artefact?] | 0.2 | 0 | 1 | -1 | -14 | -11 | 1
CCn1c(CNS(=O)(=O)c2ccc(Cl)cc2)n[nH]c1=S | -6 | -4 | 0.5 | 1 | 6 | 6 | 0 | -22 | -8
Cc1nc2cc(-c3ccc(Cl)cc3)nn2c(C)c1CCC(=O)NC(C)c1ccc2c(c1)OCCO2 (stereo not given) | -10 | 3[fluorescence artefact?] | nt | -3 | -6 | -16 | -11 | nt | -5
CCOC(=O)/C(=C\C=C\N1CCOCC1)C(C)=O | 6 | -3 | 6.4 | -1 | -20 | 0 | 6 | 1 | 26
CC(=O)c1ccc(NC(=O)C(C)OC(=O)c2ccc3c(c2)nc(C)n3-c2ccccc2)cc1 (stereo not given) | -65 | 17[fluorescence artefact?] | 0.8 | 3 | -7 | -4 | -18 | -20 | 2
O=C(COc1ccc(-n2cnnn2)cc1)N1CCN(c2ccc(F)cc2)CC1 | -3 | -7 | -0.2 | -1 | 28 | -1 | -16 | -11 | 3
Cc1ccc2c(N)c(C(=O)c3ccccc3)sc2n1 | -44 | -6 | 2.2 | 1 | -16 | 10 | 4 | -13 | -50
Cc1cc2[nH]c(=S)[nH]c2cc1C | -12 | -24[fluorescence artefact?] | 1.2 | 37 | -2 | 48 | -23 | -8 | 2
CCCC(=O)Nc1nc(C(=O)OCC)cs1 | -9 | 1 | 0.4 | 6 | 6 | 0 | -11 | -3 | 1
CC(C)Oc1ccc(CNC(=O)Cn2c(=O)oc3ccccc32)cc1 | -8 | 2 | 1.1 | -1 | -1 | 1 | -21 | -7 | 2
Cc1oc2c(c1C(=O)Nc1cccc(C(=O)O)c1)CCCC2 | -12 | -12 | 0.3 | 5 | 5 | 0 | -16 | -12 | -4
O=c1c2c3c(sc2nc2sc(C4CC4)nn12)CCCC3 | -16 | -4[fluorescence artefact?] | -1.2 | 6 | -16 | -2 | -16 | 5 | 3
Cn1c2ccccc2c(=O)c2c(=O)n(C3CCCCCC3)c(C3CCCCC3)nc21 | 45* | 87* | 0.5 | -6 | 10 | -7 | 8 | -7 | 42
COc1ccc(NS(=O)(=O)/C=C/c2ccccc2)cc1 | -1 | 10 | 0.1 | 4 | 6 | -1 | -5 | -5 | 10
O=C(CSc1ncn[nH]1)NCc1ccc2c(c1)OCO2 | 0 | 2 | 2.2 | 0 | -4 | -1 | 2 | 9 | -10
CCn1nnc2sc3c(c2c1=O)CCC(C)C3 (stereo not given) | -15 | -11 | -0.1 | -8 | -2 | nt | -18 | -8 | 1
CCOC(=O)N/N=C/c1ccc(OCCSc2ccc(Cl)cc2)c(OCC)c1 | -46 | -10[fluorescence artefact?] | 1.9 | -3 | -3 | -8 | -21 | 0 | 8
O=C(NCC(O)CO)c1ccc2[nH]c3ccccc3c2c1 (stereo not given) | -2 | -3[fluorescence artefact?] | 0.4 | 1 | -4 | 0 | 3 | -2 | 9
COC(=O)c1cc(NC(=O)CC2SCCNC2=O)cc(C(=O)OC)c1 (stereo not given) | -9 | 8 | 0.1 | -1 | -2 | 1 | -19 | 3 | -3
Cc1cc(C(=O)COC(=O)c2n[nH]c3ccccc23)c(C)n1C | -10 | -3 | 0.7 | 1 | -7 | 1 | -4 | -48 | 2
Cc1ccc(CS(=O)(=O)Cc2ccc(C(=O)NCc3ccco3)o2)cc1 | -16 | 6 | 0.0 | 0 | -2 | -1 | -14 | 17 | 0
CS(=O)(=O)c1sc(C(=O)NC(=S)Nc2ccc(OC(F)(F)F)cc2)c2c1C=CCC2 | -12 | -1 | 0.4 | 6 | -8 | 6 | -2 | -6 | 19
COc1cccc(-c2nnc(SCC(=O)N(C(C)C)C(C)C)o2)c1 | -2 | 2 | 0.8 | -4 | -4 | 0 | -14 | -10 | 3
CC(C)CCOCC(=O)Nc1cccc(C(=O)O)c1 | -1 | -1 | 1.6 | -6 | 0 | -2 | -14 | -11 | -7
OCCCNc1nc(-c2ccc(Cl)cc2)nnc1-c1ccc(Br)cc1 | -17 | -4 | -0.9 | 0 | -6 | -5 | 9 | -14 | 0
COc1ccc(C2C=C(c3ccccc3)Nc3nc(CCCO)nn32)cc1 (stereo not given) | -9 | 1 | -0.3 | -41 | -9 | -90 | 18 | -6 | -4
N#Cc1cnn2ccc(-c3cc(N4CCOCC4)ccc3[N+](=O)[O-])nc12 | 3 | -18 | 1.6 | -1 | -16 | -2 | -23 | -9 | 20
COc1cccc(NC(=O)C2C3CC4OC(=O)C2C4C3)c1 (stereo not given) | 9 | -3[fluorescence artefact?] | 0.0 | -2 | 3 | 1 | -7 | 2 | 0
Cc1ccc2nc(-c3ccc(NC(=O)COC(=O)c4ccc(Br)o4)cc3)sc2c1 | -22 | 3[fluorescence artefact?] | 0.6 | -3 | -3 | -1 | -3 | -34 | 0
O=C(CCS(=O)(=O)Cc1ccccc1)NCc1ccco1 | 0 | -7 | 0.0 | 3 | -1 | 0 | -12 | -15 | 1
C=CCOC(=O)C1=C(C)NC(SCC(=O)NC(=O)OCC)=C(C#N)C1c1cccnc1 (stereo not given) | -18 | 0 | 0.0 | -1 | -6 | -1 | -13 | -18 | 50*
Cc1ccc(-n2cc(CNCCN3CCOC3=O)c(-c3cccc(C)c3)n2)cc1 | 1 | -12 | 2.6 | nt | -8 | nt | -7 | -11 | 15
O=C(CSc1ccc(F)cc1)Nc1ccccc1Br | -9 | -8 | 1.7 | 1 | 2 | -1 | -10 | -4 | 14
COc1cccc(NC(=O)C2CC(=O)N=C(N)S2)c1 (stereo not given) | 0 | -9[fluorescence artefact?] | -0.8 | -4 | 1 | 0 | -6 | -4 | 11
CCOc1cc(CNCc2ccccn2)ccc1OCC(=O)NC1CCCCC1 | -11 | 21 | -0.9 | 2 | 4 | 2 | -5 | -15 | 6
CN(CCCNC(=O)CSc1cc(=O)n(C)c2cc(Cl)ccc12)Cc1ccccc1 | 0 | 4 | 1.7 | 1 | -3 | -1 | -18 | 1 | -5
CCN(CCO)Cc1cc(=O)oc2cc3c(cc12)CCC3 | nt | 2 | -0.4 | 1 | -15 | 2 | -1 | -5 | 12
O=C(CSc1cccc[n+]1[O-])NC1CCCCCCC1 | 5 | -4 | 1.4 | 0 | -8 | 0 | -15 | -6 | 8
CCCCCCCCC(=O)NCCOc1ccc(OC)cc1 | -7 | -2[fluorescence artefact?] | 0.1 | -6 | 1 | -1 | -8 | 2 | 4
Cc1ccccc1C1CCCN(Cc2nc(C3CC3)no2)C1 (stereo not given) | 7 | 0 | -0.5 | -9 | -4 | -3 | -3 | 1 | 11
NC(=O)COC(=O)CSc1ccc2ccccc2c1 | -4 | -8 | 0.8 | -1 | -1 | -2 | -19 | -14 | -3
O=C(CCl)Oc1ccc2occ(C(=O)c3cccs3)c2c1 | 5 | -7 | -0.5 | -1 | -4 | 2 | 8 | -18 | 1
CCC(=O)c1ccc(OCC(O)CN2CCCCC2)cc1 (stereo not given) | 8 | 8 | -0.2 | -3 | 2 | -1 | -7 | -14 | 0
Cn1c(=O)oc2cc(S(=O)(=O)N3CCN(c4cccc(Cl)c4)CC3)ccc21 | -44 | 4 | -0.1 | 3 | -6 | -4 | -60 | 5 | -9
O=C(CNC(=O)c1ccco1)OC(C(=O)c1ccccc1)c1ccccc1 (stereo not given) | 10 | 9 | 0.1 | 3 | 0 | 0 | -12 | -9 | 0
COc1cc(C(=O)OCC(C)=O)c([N+](=O)[O-])cc1OC | 3 | 12 | 1.8 | 0 | -7 | 1 | -5 | -6 | 23
COc1ccc(-c2cc(=Nc3ccc(C)cc3)c3ccccc3o2)cc1 | -7 | 0 | -0.3 | -1 | -4 | 1 | -4 | 5 | 0
Nc1c(C(=O)N/N=C/c2cccnc2)cnn1-c1ccccc1 | 10 | -1 | 5.3 | -1 | -8 | 0 | -9 | -17 | 47
Cc1ccc(S(=O)(=O)N(NC2=NS(=O)(=O)c3ccccc32)C(=O)c2ccccc2)cc1 | 0 | -19[fluorescence artefact?] | 1.4 | 1 | 31 | 3 | -8 | -4 | 4
O=S1(=O)N=C(N2CCc3ccccc3C2)c2ccccc21 | -8 | -5[fluorescence artefact?] | 0.0 | 4 | -2 | -1 | -31 | -19 | 0
CC(C)(C)Nc1nc(SCC(=O)Nc2ccccc2)nc(N2CCOCC2)n1 | -9 | 5 | -0.5 | 3 | -3 | -3 | -8 | -3 | 20
Fc1ccc(/C=N/NC(=S)Nc2ccc(Cl)cc2Cl)cc1 | -17 | -4 | -0.1 | 0 | -14 | 5 | -16 | nt | 17
O=c1nc2n(c3ccc([N+](=O)[O-])cc13)CCCCC2 | -13 | 0 | 0.9 | 0 | -6 | 0 | -2 | -12 | 1
Cc1ccc(SCCN)cc1C | nt | 0 | 0.2 | 1 | -7 | 0 | 0 | -5 | 9
CCCCC(=O)NCc1ccc(F)cc1 | 4 | -2 | 0.3 | 3 | -1 | 0 | -7 | 0 | -2
CCCOc1ccc(Cn2c(O)cc(=O)[nH]c2=O)cc1 | -13 | 2[fluorescence artefact?] | 0.6 | -2 | -3 | 2 | -33 | -11 | 7
CC1OC(Nc2ccc(N=Nc3ccccc3)cc2)C(O)C(O)C1O (stereo not given) | 2 | -9 | 0.4 | -1 | -22 | -2 | 2 | 4 | -10
O=C1CC(c2ccccc2)Cc2nc3nc(C(F)(F)F)nn3cc21 (stereo not given) | -5 | -4 | 0.1 | -34 | 4 | -3 | -12 | -11 | -21
CCc1ccc(Nc2cc(C)nc3nc(C)nn23)cc1 | -5 | 4[fluorescence artefact?] | nt | 3 | 2 | -2 | -8 | nt | -8
COc1cc(C2NC(=S)NC(O)(C(F)(F)F)C2C(=O)c2cccs2)cc(OC)c1O (stereo not given) | 1 | -21 | -0.8 | 0 | 0 | 4 | -1 | -4 | 2

A draw from above in order of count of non-hydrogen atoms, lowest first.
SMILES | p47phox inh | 14-3-3 Bad inh | L929 necroptosis | Runt-SMMHC FRET | TbHK1 inh | Runt-CBFb FRET | EBV gp42 block | Mdm2 ligase inh | Hck-Nef inh
NC(=O)COC(=O)CSc1ccc2ccccc2c1 | -4 | -8 | 0.8 | -1 | -1 | -2 | -19 | -14 | -3
CCC(=O)c1ccc(OCC(O)CN2CCCCC2)cc1 (stereo not given) | 8 | 8 | -0.2 | -3 | 2 | -1 | -7 | -14 | 0
Nc1c(C(=O)N/N=C/c2cccnc2)cnn1-c1ccccc1 | 10 | -1 | 5.3 | -1 | -8 | 0 | -9 | -17 | 47
COc1ccc(-c2cc(=Nc3ccc(C)cc3)c3ccccc3o2)cc1 | -7 | 0 | -0.3 | -1 | -4 | 1 | -4 | 5 | 0
CC(C)(C)Nc1nc(SCC(=O)Nc2ccccc2)nc(N2CCOCC2)n1 | -9 | 5 | -0.5 | 3 | -3 | -3 | -8 | -3 | 20
